Screens: PubChem BioAssay, several laboratories
NPY-Y1 PAM-ag: potentiators or agonists of human neuropeptide Y receptor Y1. AID 1304. activation, % at 3.6 µM. hit rate 0.37% among 220,000. NPY-Y1 expressing cells, potentiator/agonist activation; in the data active = activation above about 33%, passing the limit was not always enough;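 also: cells stimulated with NPY at EC10 then isoproterenol at EC100; 0% = low agonist plus stimulus and 100% = saturating agonist plus stimulus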
Target sequence (P25929 whole entry, looked up): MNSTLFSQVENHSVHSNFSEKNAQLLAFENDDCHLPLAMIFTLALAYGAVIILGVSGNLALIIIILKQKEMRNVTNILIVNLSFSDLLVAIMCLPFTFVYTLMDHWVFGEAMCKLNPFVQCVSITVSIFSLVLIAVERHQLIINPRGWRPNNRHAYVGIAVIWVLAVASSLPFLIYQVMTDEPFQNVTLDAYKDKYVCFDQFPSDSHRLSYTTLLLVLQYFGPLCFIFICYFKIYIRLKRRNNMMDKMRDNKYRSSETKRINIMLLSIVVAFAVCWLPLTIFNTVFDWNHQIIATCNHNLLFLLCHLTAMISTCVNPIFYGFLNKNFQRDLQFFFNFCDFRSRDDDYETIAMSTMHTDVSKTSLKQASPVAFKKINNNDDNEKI
Runt-CBFb FRET: inhibitors of human RUNX1 Runt domain binding to CBFb | Q01196+Q13951 | Cerulean-Runt/Venus-CBFb FRET ratio 530/480, 1 h | inhibition, % at 20 µM | hit rate 0.46% among 220,000;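 active = inhibition over about 50% at 20 µM in the single-dose screen, limit read from the data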;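 also: 0% = DMSO wells and 100% = excess unlabeled CBFb competitor control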
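Assay system: Cerulean-Runt domain / Medium: Tris 50 mM pH 7.5, KCl, K2SO4, 0.01% BSA / Timing: protein complex preformed 1 h, compound exposure 1 h, room temperature, dark / Measured by: FRET, excitation 422 nm, emission at 530 and 480 nm / Evaluation: loss of energy transfer signal / Control set: 5 µM unlabeled CBFb as full-inhibition high control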
RBBP9 inh: inhibitors of human serine hydrolase RBBP9; O75884; recombinant RBBP9, FP-Rh probe fluorescence polarization; inhibition, % at 7.94 µM; hit rate 0.2% among 220,000; AID 1515;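 active = inhibition above the campaign mean of all tested compounds plus 3 SD, cut at about 14% in these data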;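 also: plate controls were DMSO wells with RBBP9 for no effect and wells lacking RBBP9 protein for full effect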
Target sequence (O75884 whole entry, looked up): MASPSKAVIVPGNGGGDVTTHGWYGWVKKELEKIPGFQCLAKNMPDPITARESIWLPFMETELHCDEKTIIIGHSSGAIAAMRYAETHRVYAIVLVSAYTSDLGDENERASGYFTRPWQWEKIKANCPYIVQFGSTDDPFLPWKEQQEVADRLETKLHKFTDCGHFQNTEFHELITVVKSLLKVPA
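System: RBBP9 protein | Quantity: 2.5 µM RBBP9 dispensing solution, before mixing | Reagent: FP-Rh probe, 375 nM dispensing solution | Timing: Enzyme-compound preincubation 30 min, then probe labeling 45 min, 25 °C | Measured by: Fluorescence polarization | Read-out: % inhibition | Replication: One well per compound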
Hck-Nef inh: inhibitors of human Hck kinase activated by Nef; P08631; Recombinant Hck-YEEI plus Nef, Z-Lyte FRET kinase assay; inhibition, % at 20 µM; hit rate 0.68% among 220,000; AID 463187;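 active = Hck-Nef kinase inhibition above about 50%, limit read from the data; inactive = inhibition below that limit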;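 also: 0% = DMSO with Hck plus Nef and 100% = Hck alone without Nef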
Runt-SMMHC FRET: Runt domain-CBFb-SMMHC interaction inhibition; inhibition, % at 20 µM; hit rate 0.74% among 220,000; Cerulean-Runt/Venus-CBFb-SMMHC FRET ratio 530/480, 1 h; Q01196+Q13951;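 active = mean inhibition across duplicate retests at 20 µM reaching about 50%, limit read from the data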;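 also: 0% = DMSO wells and 100% = wells with excess untagged CBFb-SMMHC; inhibitors lower the FRET ratio by blocking Runt binding to CBFb-SMMHC; some results filed as inactive read as strong as hits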
NPY-Y2 PAM-ag: potentiates or activates human NPY-Y2 receptor; cells expressing NPY-Y2, potentiator/agonist read-out; activation, % at 3.6 µM; hit rate 0.45% among 220,000; AID 1359; in the data active = activation above about 27%;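 also: cells stimulated with NPY near EC25 plus isoproterenol at EC100; 0% = vehicle plus submaximal agonist and 100% = vehicle plus saturating agonist; some results beyond the cut were filed as inactive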
NPY Y1 blocker: NPY-Y1 (human) receptor antagonism; P25929; HEK293-CNG Y1 cells, membrane potential fluorescence; NPY at EC95, then isoproterenol; inhibition, % at 3.6 µM; hit rate 1% among 200,000;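 active = inhibition above the campaign mean inhibition of all tested compounds plus 3 SD, cut at about 20% in these data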;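 also: 0% = DMSO wells given NPY plus isoproterenol and 100% = isoproterenol alone without NPY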
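System: HEK293 cells with Y1 receptor plus CNG channel / Probe or stimulus: NPY 25 nM then isoproterenol 1 µM plus Ro 20-1724 25 µM / Compound: one concentration, 3.6 µM, in 0.4% DMSO / Schedule: compound incubation 1 h at room temperature, readout 45 min post-stimulation / Measured by: membrane potential fluorescence / Read-out: % inhibition of NPY effect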
p97 ATPase inh: human p97 ATPase inhibition; P55072; inhibition, % at 8 µM; recombinant p97 ATPase, Kinase-Glo ATP luminescence, 3 h; hit rate 0.42% among 220,000; in the data active = inhibition above about 15%;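 also: 0% = DMSO vehicle and 100% = wells lacking enzyme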
Mdm2 ligase inh: inhibitors of human Mdm2 E3 ubiquitin ligase; Q00987; cell-based MDM2 ubiquitination luciferase reporter, 2 h; 0 = plate control, 100 = twice control, blank-subtracted; hit rate 0.11% among 210,000; signal enhancement, % at 5 µM;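 active = signal enhancement of 30% or more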;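 also: luminescence tracks abundance of the self-degrading MDM2-luciferase fusion protein; higher signal means inhibition of MDM2 E3 ligase activity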
Target sequence (Q00987 whole entry, looked up, the tested form may be a part): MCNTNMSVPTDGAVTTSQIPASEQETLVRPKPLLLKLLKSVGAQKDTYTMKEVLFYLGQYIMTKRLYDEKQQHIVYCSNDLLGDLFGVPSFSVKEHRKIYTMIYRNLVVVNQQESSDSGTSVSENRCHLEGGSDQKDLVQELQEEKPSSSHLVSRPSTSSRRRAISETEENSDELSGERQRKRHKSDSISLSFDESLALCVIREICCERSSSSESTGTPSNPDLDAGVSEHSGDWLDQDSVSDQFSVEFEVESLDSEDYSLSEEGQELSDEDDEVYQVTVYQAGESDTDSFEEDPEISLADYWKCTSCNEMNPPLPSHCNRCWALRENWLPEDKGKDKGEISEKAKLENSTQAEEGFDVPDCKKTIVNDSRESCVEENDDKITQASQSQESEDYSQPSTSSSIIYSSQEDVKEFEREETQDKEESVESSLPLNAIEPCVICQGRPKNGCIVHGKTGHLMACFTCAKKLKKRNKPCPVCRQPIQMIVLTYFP
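Test system: stable mammalian line carrying autodegrading MDM2–luciferase fusion reporter; quantity: 2000 cells in each well; times: 4 h cell settling then 2 h compound exposure, 37 °C; detection: luminescence with SteadyLite reagent, 15 min at room temperature; evaluation: percent signal gain over controls, blank-subtracted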
* = called active by the depositor; . = not tested or not shown; & = joins results of further samples.

Each structure is followed by: Runt-CBFb FRET | NPY-Y2 PAM-ag | p97 ATPase inh | Hck-Nef inh | NPY-Y1 PAM-ag | RBBP9 inh | Mdm2 ligase inh | Runt-SMMHC FRET | NPY Y1 blocker
- COc1ccc(Cn2ccnc2SCC(=O)Nc2cccc(NC(C)=O)c2)cc1
    -2 | 4 | 0 | 4 | 13 | -13 | 2 | 0 | -7
- COC(=O)c1cn(NC(=O)Cc2ccccc2Br)c(=O)c2ccccc12
    0 | -6 | 8 | 27 | 7 | 6 | 14 | 1 | 4
- CC(=O)Nc1ccc(S(=O)(=O)N(Cc2ccco2)CC2CCCO2)cc1 (configuration not stated)
    -1 | 5 | -1 | 0 | 9 | -10 | -19 | -2 | 5
- COc1ccc(NC(=O)CSc2nc(N)c3cc4c(nc3n2)CCCC4)cc1
    -2 | -3 | -5 | 2 | -44 | -1 | -17 | 4 | -1
- O=C(NCCC1=CCCCC1)c1cnc2n(c1=O)CCS2
    -1 | 5 | 3 | -5 | -2 | -4 | -4 | 3 | 2
- N/C(COc1ccc(Cl)cc1)=N\NS(=O)(=O)c1ccccc1
    -1 | -6 | 2 | 0 | 18 | -3 | -3 | -3 | 2
- COc1ccc(C(=O)Nn2c(CCC(=O)O)ccc2-c2ccc(C)cc2)cc1OC
    1 | -4 | 5 | 21 | 20 | 2 | -6 | 2 | 1
- Cc1ccc(C(=O)Nc2ccc3c(c2)CCC3)o1
    -1 | -9 | -6 | -13 | 5 | -4 | -5 | -2 | 2
- Cc1ccc(C)c2nc(N3CCCC3)c(C#N)cc12
    67* | 10 | 1 | 6 | -2 | -9 | 0 | 94* | 1
- COc1ccc(N/C(N)=N/c2nc(CSc3ccc(Cl)cc3)cc(=O)[nH]2)cc1
    -4 | 5 | 3 | -1 | -3 | -10 | -18 | -3 | -2
- CCCCn1c(-c2ccsc2)nc2c1c(=O)[nH]c(=O)n2CCC
    2 | -8 | -3 | 0 | 20 | -9 | -14 | 5 | 0
- CC(C)CNS(=O)(=O)c1ccc2c(c1)OCCO2
    1 | -4 | 4 | 9 | 9 | -7 | -26 | -1 | 5
- CCCCNc1nc(=S)n(-c2ccccc2)c(C)c1C(C)=O
    0 | -15 | -1 | 2 | -4 | -5 | -1 | 4 | 0
- COC(=O)CCCCCC(CCC(=O)OC)NC(C)=O (configuration not stated)
    0 | -1 | 9 | 2 | -4 | 7 | -19 | 0 | 7
- O=C(CCCC(=O)OCC(Cl)=C(Cl)Cl)Nc1cccc(F)c1
    -2 | -5 | 1 | -1 | 3 | -8 | -9 | 0 | -3

Quoted at random: two entries already listed, in no set order.
Each structure is followed by: Runt-CBFb FRET | NPY-Y2 PAM-ag | p97 ATPase inh | Hck-Nef inh | NPY-Y1 PAM-ag | RBBP9 inh | Mdm2 ligase inh | Runt-SMMHC FRET | NPY Y1 blocker
- COc1ccc(N/C(N)=N/c2nc(CSc3ccc(Cl)cc3)cc(=O)[nH]2)cc1
    -4 | 5 | 3 | -1 | -3 | -10 | -18 | -3 | -2
- COc1ccc(C(=O)Nn2c(CCC(=O)O)ccc2-c2ccc(C)cc2)cc1OC
    1 | -4 | 5 | 21 | 20 | 2 | -6 | 2 | 1

Going on with the list:
Each structure is followed by: Runt-CBFb FRET | NPY-Y2 PAM-ag | p97 ATPase inh | Hck-Nef inh | NPY-Y1 PAM-ag | RBBP9 inh | Mdm2 ligase inh | Runt-SMMHC FRET | NPY Y1 blocker
- CC(C)(C)C1CCc2c(C(=O)N/N=C/c3cccs3)csc2C1 (configuration not stated)
    -2 | 2 | 2 | 1 | -5 | -12 | -17 | 5 | 4
- CCOC(=O)/C(C#N)=C1\C=CN(C)C(C)=N1
    0 | 1 | 5 | 0 | 2 | -6 | -8 | 1 | 9
- CN1C(=O)C(c2nnc(Nc3cccc4ccccc34)s2)C2CC1(C)Oc1ccccc12 (configuration not stated)
    1 | -4 | 3 | -2 | 5 | -7 | -6 | -9 | -5
- CC/C(=N\NC(N)=O)c1ccc(OC)c(OC)c1
    2 | -16 | -4 | 2 | 8 | -11 | 8 | 1 | .
- COc1ccccc1/C=C/C=N/n1c(-c2cc(C)[nH]n2)n[nH]c1=S
    14 | 1 | -2 | -2 | 17 | -6 | -18 | 14 | 2
- CN(NC(=O)Nc1ccc(Cl)cc1)c1ncc(C(F)(F)F)cc1Cl
    . | 1 | -5 | 0 | 5 | -6 | . | . | 1
- Cc1ccc(C2CC(=O)NC(SCC(=O)OCc3ccccc3)=C2C#N)o1 (configuration not stated)
    4 | -25 | -2 | -2 | -45 | -3 | -10 | -2 | 16
- CCOC(=O)C1CCN(c2c(NCc3ccc(C(=O)NC(C)CC)cc3)c(=O)c2=O)CC1 (configuration not stated)
    0 | 5 | 1 | 0 | 7 | 0 | -2 | 7 | -3
- CCN1C(=O)C2(C(C#N)=C(N)Oc3n[nH]c(-c4ccc(Cl)cc4)c32)c2ccccc21 (configuration not stated)
    1 | 39* | -6 | -2 | 31 | -12 | -2 | 3 | -7
- CC(C)(O[C@@H]1O[C@H](CO)[C@@H](O)[C@H](O)[C@H]1O)[C@H]1Cc2cc3ccc(=O)oc3cc2O1
    -1 | -12 | -3 | -7 | -11 | -4 | . | -3 | -3
- N=C1C(=O)OCC1c1ccccc1NC(=O)CN1CCOCC1 (configuration not stated)
    -3 | -2 | 3 | 4 | 6 | -4 | 4 | 3 | 0
- COc1ccc(OC)c(/C=N/NC(=O)CNC(=O)c2ccc(S(=O)(=O)N3CCCC3)cc2)c1
    2 | 11 | 1 | 14 | 21 | 1 | -13 | -2 | -3
- Cc1nnc(N(Cc2ccco2)C(=O)c2ccc(C#N)cc2)s1
    0 | 2 | 1 | 7 | 1 | 5 | 7 | 1 | 8
- Cc1ccc(N2CC(C(=O)Nc3ccc(S(=O)(=O)N4CCOCC4)cc3)CC2=O)cc1 (configuration not stated)
    -2 | -8 | 0 | 1 | -12 | 2 | 6 | -1 | -2
- O/N=C/c1nc2cc(Cl)ccc2o1
    0 | 15 | 8 | 20 | 1 | -5 | -14 | 1 | -3
- O=C(Cn1nc(C(F)(F)F)c2c1CCC2)NCc1ccc(Cl)cc1
    -6 | -6 | -4 | 7 | -2 | 0 | -3 | 0 | -7
- Cc1cc(S(=O)(=O)N(Cc2ccccn2)Cc2ccco2)ccc1-n1cnnn1
    -4 | 6 | 3 | 1 | 10 | -4 | -15 | 4 | -6
- CC1CCCCN1C(=S)Nc1ccc(OC(F)F)cc1 (configuration not stated)
    2 | -4 | 3 | 0 | 14 | -3 | -5 | 1 | 1
- CC(C)(C)n1nc2c(c1NC(=O)COc1ccc(Cl)cc1)CSC2
    -2 | 8 | 4 | -15 | 2 | -13 | -12 | -6 | 3
- Cc1cc2cc(C(c3nnnn3Cc3ccccc3)N3CCc4ccccc43)c(=O)[nH]c2cc1C (configuration not stated)
    15 | -12 | 3 | -1 | -5 | -5 | -22 | 11 | 0
- COc1cc(OC)c(C2C3=C(CCCC3=O)Nc3nc4ccccc4n32)cc1OC (configuration not stated)
    3 | 9 | 4 | 12 | 15 | -7 | -9 | -7 | -5
- CCOC(=O)c1c(CC(C)C)csc1NC(=O)COC(=O)c1cc(OC)c(OC)cc1[N+](=O)[O-]
    -5 | 2 | 6 | 2 | -7 | 6 | -11 | 0 | 3
- Cc1nn(C)c(C)c1CN(C)C(=O)C1(C)CC1(Br)Br (configuration not stated)
    -1 | 7 | 7 | 0 | 22 | -11 | 7 | 6 | 3
- Cc1nn(CC(=O)NCc2ccc(-n3cccn3)cc2)c(C)c1[N+](=O)[O-]
    -1 | 10 | -5 | 1 | 2 | 1 | -3 | 3 | 4
- CCCOc1ccc(C(=O)Nc2ccc(N3CCN(C(C)=O)CC3)cc2)cc1
    -1 | 1 | -2 | 3 | -3 | -9 | -2 | 3 | 2
- COc1cc([N+](=O)[O-])ccc1NC(=O)Cc1ccc(C)cc1
    0 | 4 | 3 | -3 | -3 | 3 | -13 | 3 | -2
- CN(C(=O)N1CCN(S(=O)(=O)c2ccccc2)CC1)c1ccccc1
    1 | 2 | 2 | -8 | 3 | -2 | -17 | 4 | 3
- O=C(c1cc2c(cc1Br)OCCCO2)N1CCCCC1
    -1 | 6 | -5 | -1 | 8 | -1 | -1 | 4 | 4
- CCOC(=O)c1cc(C)n(-n2cnnc2)c1C
    1 | -2 | 0 | 5 | -4 | 1 | -10 | -3 | 6
- COc1ccc(-n2c(-c3ccccc3)nc(=S)c3c2CCCC3)cc1
    0 | 10 | 2 | 3 | 2 | -6 | -18 | 0 | -5
- CCc1cccc(Nc2c([N+](=O)[O-])cc(C(=O)N3CC(=O)Nc4ccccc43)cc2[N+](=O)[O-])c1
    -3 | 11 | 4 | 0 | 5 | 3 | -15 | -4 | 1
- CCc1[nH]c(C)c(C(C)=O)c1C
    -2 | -3 | -3 | 1 | 5 | -8 | 1 | -2 | 5
- COc1ccc(C2CC(=O)n3nc(C45CC6CC(CC(C6)C4)C5)nc3S2)cc1OC (configuration not stated)
    2 | -3 | -2 | 1 | -16 | -1 | -19 | -3 | -1
- Fc1cccc2sc(Nc3nnc(-c4ccccc4)o3)nc12
    0 | -6 | 2 | 3 | 8 | -4 | -7 | 7 | 3
- COCCOC(=O)c1c(C)oc2ccc(O)c(CN3CCC(C)CC3)c12
    -2 | -8 | 7 | 3 | -15 | 2 | -12 | 0 | 15
- CC(=O)/C(N)=N/Nc1cccc(Cl)c1
    0 | -4 | -1 | 0 | 22 | -6 | 3 | 0 | -3
- COc1ccc(Cl)cc1NC(=S)N(Cc1ccc(C(=O)O)cc1)Cc1ccc(OC)c(OC)c1
    5 | 5 | 3 | 32 | -7 | -11 | 7 | 1 | -4
- COC(=O)c1c(C(=O)OC)c(-c2ccccc2)n2c1CCC2
    . | -1 | 1 | 1 | 19 | -4 | -21 | -4 | 1
- CCOC(=O)C1CCCN(CCC(=O)Nc2cccc(C)c2)C1 (configuration not stated)
    1 | -26 | 3 | 22 | -18 | 1 | -6 | 0 | -2
- Cc1ccc(S(=O)(=O)N2C(=O)c3cccc4cccc2c34)cc1
    0 | -13 | 6 | 22 | -5 | -13 | -9 | -4 | .
- Cc1ccc(C(O)(C(=O)NNc2ccc3ccccc3n2)c2ccc(C)cc2)cc1
    2&2 | 1&9 | 1&7 | 1&0 | -3&2 | -1&-5 | -18&-4 | 4&-3 | -2&-3
